Screening data deposited in PubChem by National Center for Advancing Translational Sciences (NCATS).
KDM5B inh – inhibitors of human KDM5B histone demethylase. Q9UGL1. KDM5B demethylase, FDH-coupled NADH fluorescence (FDH is formaldehyde dehydrogenase). Potency, µM (series often up to 57.7 µM), without a hit: top-dose activity change, negative = inhibition, hits mostly inhibitors. hit rate 2.6% among 220,000. AID 1347165; active = well fitted inhibition curve with a large enough effect; inconclusive = small, poorly fitted or top-dose-only effect; inactive = no such curve, though single readings can be large or run the other way; also: 0% is about no effect; nearly all actives have a fitted effect of over 70% in size
Target sequence (Q9UGL1 whole entry, looked up): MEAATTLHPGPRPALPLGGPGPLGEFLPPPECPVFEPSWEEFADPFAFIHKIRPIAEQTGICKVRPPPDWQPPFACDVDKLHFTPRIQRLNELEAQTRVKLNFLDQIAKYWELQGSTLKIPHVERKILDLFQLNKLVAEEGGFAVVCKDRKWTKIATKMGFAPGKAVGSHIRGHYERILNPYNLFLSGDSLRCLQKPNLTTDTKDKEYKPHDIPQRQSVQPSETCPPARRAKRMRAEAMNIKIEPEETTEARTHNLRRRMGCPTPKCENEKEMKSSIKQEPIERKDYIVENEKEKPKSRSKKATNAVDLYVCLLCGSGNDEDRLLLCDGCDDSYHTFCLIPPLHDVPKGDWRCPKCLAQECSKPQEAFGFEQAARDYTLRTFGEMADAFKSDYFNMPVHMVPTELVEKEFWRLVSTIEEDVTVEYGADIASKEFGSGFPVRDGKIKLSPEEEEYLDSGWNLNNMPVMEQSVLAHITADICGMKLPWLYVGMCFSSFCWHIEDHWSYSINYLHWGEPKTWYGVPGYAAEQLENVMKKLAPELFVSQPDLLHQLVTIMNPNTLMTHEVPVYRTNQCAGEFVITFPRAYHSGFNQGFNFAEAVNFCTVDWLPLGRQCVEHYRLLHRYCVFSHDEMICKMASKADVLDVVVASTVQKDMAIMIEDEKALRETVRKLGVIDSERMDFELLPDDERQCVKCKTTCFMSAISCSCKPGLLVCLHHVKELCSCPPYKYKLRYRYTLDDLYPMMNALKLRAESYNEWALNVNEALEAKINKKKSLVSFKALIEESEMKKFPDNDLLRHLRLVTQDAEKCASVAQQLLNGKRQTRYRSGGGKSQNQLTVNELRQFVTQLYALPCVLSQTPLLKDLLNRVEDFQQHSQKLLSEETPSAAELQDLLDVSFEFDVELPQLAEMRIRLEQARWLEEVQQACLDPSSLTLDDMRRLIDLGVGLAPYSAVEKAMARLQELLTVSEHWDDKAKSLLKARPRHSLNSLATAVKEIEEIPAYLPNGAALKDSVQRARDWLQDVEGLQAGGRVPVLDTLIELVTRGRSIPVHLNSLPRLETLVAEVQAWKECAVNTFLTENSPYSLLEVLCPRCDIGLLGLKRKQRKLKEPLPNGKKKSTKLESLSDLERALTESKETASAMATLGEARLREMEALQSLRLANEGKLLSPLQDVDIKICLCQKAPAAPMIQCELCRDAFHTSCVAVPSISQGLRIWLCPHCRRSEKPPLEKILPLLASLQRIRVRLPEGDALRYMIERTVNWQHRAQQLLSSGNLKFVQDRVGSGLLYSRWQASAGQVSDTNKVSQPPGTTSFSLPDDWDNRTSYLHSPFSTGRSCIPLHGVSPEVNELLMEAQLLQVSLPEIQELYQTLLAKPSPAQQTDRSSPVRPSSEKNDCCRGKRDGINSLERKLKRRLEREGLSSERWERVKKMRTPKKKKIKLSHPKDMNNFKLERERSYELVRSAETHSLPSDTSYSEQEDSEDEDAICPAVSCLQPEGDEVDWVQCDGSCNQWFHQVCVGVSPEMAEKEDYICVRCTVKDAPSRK
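qHTS format, multiple compound concentrations. Buffer 50 mM HEPES pH 7.5/0.01% Tween-20; 200 nM KDM5BΔAP final; 10 min compound preincubation; substrate-mix levels 12.5 µM peptide, 25 µM α-KG, 0.25 mM NAD⁺; 30 min RT; ΔRFU.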
The depositor's hits bear a star; ? = inconclusive; & = joins results of further samples; [ ] = dose if it differs, or a comment. Potency is read from the fitted curve at half-maximal effect.

SMILES	KDM5B inh
O=C(NCc1ccccc1)C(=O)Nc1c2c(nn1-c1ccc(F)cc1)CSC2	-13.5%
COc1ccc(/C=C(\C#N)c2nc3ccccc3[nH]2)cc1I	-2.9%
COc1cc(OC)cc(C(=O)NCC2CCCN(Cc3cc4ccccc4o3)C2)c1 (stereo not given)	?
CCC(NC(=O)c1cc(COc2ccc(C)nc2)on1)c1ccc(C)cc1 (stereo not given)	-8.4%
O=C1c2ccccc2NC(c2cnc3ccccc3n2)N1c1ccc(F)cc1 (stereo not given)	7.9%
Nc1ccc2c(c1)C(=O)OC2	-20.1%
NCCC(=O)N1CCC(n2nccc2NC(=O)Nc2cccc(F)c2)CC1	11.2µM*
Cn1c(=O)n([C@H]2CCCN(C(=O)c3ccc4nc[nH]c4c3)C2)c2ncccc21	24.2%
Cc1ccc(OCCC(=O)Nc2cc3c(cc2Cl)OCCO3)c(C)c1	-13.9%
O=C(COC(=O)c1ccc(F)c(S(=O)(=O)N2CCOCC2)c1)Nc1ccccc1OC(F)F	-8.7%
COc1cc(C)cc2oc(=O)c(CC(=O)NCCc3ccccc3)c(C)c12	?
COc1ccc(-c2noc(-c3ccccc3OCC(=O)Nc3ccc(C(C)=O)cc3)n2)cc1	7.5%
COc1cccc(CC(=O)N2C[C@@H](Oc3ccccc3)C[C@@H]2C(=O)N2CCOCC2)c1	-10.7%
O=C(OCc1ccccc1)N1CCOCC12CCN(Cc1ccncc1Cl)CC2	-15.6%[86.2 µM]
Cc1ccccc1C(=O)NCc1c[nH]c2ncccc12	-7.6%[86.2 µM]
Cc1cc(C)cc(NC(=O)Cc2csc(C)n2)c1	10.0%
CC(=O)N1c2ccc(Cl)cc2C2OCCC2C1c1ccco1 (stereo not given)	19.2%
COc1ccc(CC(=O)N2CCC(NS(=O)(=O)c3ccc(C)cc3)CC2)cc1	14.3%
CCOc1ccccc1C(=O)NC1CCN(C(=O)c2cc3c(=O)[nH]c(C)cn3n2)CC1	-10.5%
Cc1cc(NC(=O)c2cc(-c3ccc(OC(C)C)cc3)nc3ccccc23)no1	?
O=C(Cn1cc(C(=O)c2ccccc2)c(=O)c2cc3c(cc21)OCCO3)Nc1ccc(F)c(F)c1	-33.4%
COc1ccc(CNC(=O)CN2C(=O)NC3(CCC(C)CC3)C2=O)cc1 (stereo not given)	-15.6%
Cc1nc(-n2nc(C)c(Cl)c2C)sc1C(=O)N1CCCCCC1	1.0%
O=c1c2c(-c3ccc([N+](=O)[O-])cc3)ccnc2[nH]n1-c1ccccc1	28.5%
O=C(NCCn1ccn2nc(-c3ccc(F)cc3)cc2c1=O)c1ccc(F)c(Cl)c1	-2.3%
COc1cc(/C=N/Nc2nc3ccccc3s2)cc([N+](=O)[O-])c1O	-31.8%
Cc1ccc(CNC(=O)CSc2n[nH]c(N)n2)cc1F	17.0%
FC(F)(F)C(Oc1nc(N2CCCCC2)nc(N2CCOCC2)n1)C(F)(F)F	9.8%
COc1ccc(Br)cc1CNC(=O)CN1C(=O)CSc2ccc(S(=O)(=O)N3CCOCC3)cc21	?
CC1(NC(=O)c2n[nH]c(=O)c3ccccc23)CCS(=O)(=O)C1 (stereo not given)	-17.4%
COc1cccc(-c2cc3c(=O)n(CCNC(=O)c4ccc(C#N)cc4)ccn3n2)c1	?
Cc1ccc(-c2cccc(C(=O)N3CCCC(O)(CN4CCCC4)C3)c2)o1 (stereo not given)	?
CC(=O)OCc1cnc(C)c2oc(=O)c(C(=O)Nc3ccc(F)cc3C)cc12	12.3%
CN1CCC(NC(=O)CC2(Cc3ccccc3)C(=O)N(C)c3ccccc32)CC1 (stereo not given)	52.1%[activator]
COc1ccc2cc(C(=O)NC3CCN(Cc4ccccc4)C3)c(C)nc2c1 (stereo not given)	-11.7%
COc1ccc(C(=O)NC[C@@H]2C=C(C)[C@H](Cc3nc4ccncc4[nH]3)C[C@H]2C(C)C)cc1	-15.0%[86.2 µM]

Arranged by value in KDM5B inh (ascending): 3 of the compounds above.
Structure,KDM5B inh
CC1(NC(=O)c2n[nH]c(=O)c3ccccc23)CCS(=O)(=O)C1 (stereo not given),-17.4%
CC(=O)OCc1cnc(C)c2oc(=O)c(C(=O)Nc3ccc(F)cc3C)cc12,12.3%
Cc1ccc(CNC(=O)CSc2n[nH]c(N)n2)cc1F,17.0%

Molecules shown so far containing a furan ring, fused or not, in the order listed:
SMILES	KDM5B inh
COc1cc(OC)cc(C(=O)NCC2CCCN(Cc3cc4ccccc4o3)C2)c1 (stereo not given)	?
CC(=O)N1c2ccc(Cl)cc2C2OCCC2C1c1ccco1 (stereo not given)	19.2%
Cc1ccc(-c2cccc(C(=O)N3CCCC(O)(CN4CCCC4)C3)c2)o1 (stereo not given)	?

Later entries.
SMILES	KDM5B inh
Cc1ccc(OCCN(C)C(=O)c2cc3ccccc3oc2=O)cc1	-13.6%
O=C1NC2(CCN(Cc3ccc(OC(F)(F)F)cc3)CC2)COc2ccccc21	-26.7%
N=C(N)SCc1ccc(O)c([N+](=O)[O-])c1	-17.8%
CCCCNC(=O)N(O)C1N(/N=C/c2ccccc2O)C(=S)SC1(C)C (stereo not given)	-19.8%
COC(=O)[C@H]1CN(C(=O)NC(C)C)CCN1C(=O)C1CCCCC1	-17.2%[86.2 µM]
Cc1ccc(S(=O)(=O)N(C)C)cc1C(=O)NC(c1ccc2c(c1)OCCO2)C(C)C (stereo not given)	16.2%
CN(C(=O)c1ccc2c(c1)NC(C)(COc1cccnc1)CO2)c1ccccc1 (stereo not given)	-0.5%[86.2 µM]
CCOc1cc(C(=O)Nc2ccccc2O)ccc1OC(F)F	158.6%[activator]
O=[S+]1([O-])NC2(CCCN(Cc3cccc(C(F)(F)F)c3)C2)COc2ccccc21 (stereo not given)	-29.4%[115 µM]
c1cc2c(cc1N1CCC(N[C@H]3C[C@@H]4OCC[C@H]34)CC1)CCC2	25.0%
COC(=O)c1c(C)sc(-c2c(-c3cccc(Cl)c3)[nH]c3c2c(=O)[nH]c(=O)n3C)c1O	-5.8%
CS(=O)(=O)Nc1ccc(C2=NN(S(=O)(=O)c3ccccc3)C(c3ccccc3)C2)cc1 (stereo not given)	8.5%
COc1cc(/C=C/c2onc(C)c2[N+](=O)[O-])cc(OC)c1OC	7.8%
COC(=O)c1sc(N2C(=O)c3oc4ccc(C)cc4c(=O)c3C2c2ccc(OC)cc2)nc1C (stereo not given)	4.2%
COCCNC(=O)Cn1cccc1-c1nc(-c2ccc(OC)c(F)c2)no1	-4.5%
CN(C)C[C@@H]1CN(C2CCOCC2)C[C@H]1NC(=O)c1cn(C)cn1	?
C#CCN(C)Cc1nc(C2(O)CCN(C(=O)NCCC)CC2)cs1	-0.9%[86.2 µM]
N#Cc1cccc(COc2cccc(C#N)c2)c1	8.6%
O=C(NCC(F)F)C1CN(c2cccc(Cl)c2)C(=O)N1 (stereo not given)	11.0%&3.6%[86.2 µM]
COc1ccc(Nc2cc(C)c3c(O)cccc3n2)cc1	-13.4%
O=C(Nc1ccccc1)O[C@@H]1CO[C@H]2[C@@H]1OC[C@@H]2NS(=O)(=O)c1cccc2cccnc12	-31.2%
COCc1nn2c(c1-c1ccccc1)NC(=O)CC2C(=O)Nc1ccccc1OC (stereo not given)	-10.1%
CN(C)CCNC(=O)C(=O)Nc1cccc(N2CCCS2(=O)=O)c1	3.0%
CCOc1ccc(-c2cc3c(=O)n(CCNC(=O)c4ccncc4)ccn3n2)cc1	?
CC(C)(C)c1ccc(O)c(NC(=O)CC(C(=O)O)c2ccc(F)cc2)c1 (stereo not given)	13.1%
O=C1NCCCCCCN(C(=O)NCc2ccccc2)[C@H]2CCCC[C@@H]12	-19.7%
CC(C)(C(=O)O)c1cnc(N2CC[C@@H](O)C2)nc1N1CCOCC1	?
CCn1c2c(c(=O)n3ncc(C(=O)Nc4cc(Cl)ccc4C)c13)CN(Cc1ccc(OC)cc1)CC2	?
O=C1CN(Cc2ccccc2)CCN1c1ccc(Cl)nn1	-17.0%[86.2 µM]
O=S(=O)(c1ccc2oc(Nc3cc(F)cc(F)c3)nc2c1)N1CCCCC1	10.0%
O=C(Cn1c(=O)c2c(ncn2Cc2ccccc2)n(Cc2ccccc2)c1=O)N1CCNC1=O	16.4%
Cc1nc2cccnc2n1CC1CCCN(S(=O)(=O)c2ccc3c(c2)CCC3)C1 (stereo not given)	20.1%
CCNC(=O)N1CCCC1c1noc(CCC(=O)O)n1 (stereo not given)	-6.1%
Cc1cc2oc(=O)cc(CN3CCN(S(=O)(=O)c4ccc5c(c4)OCCO5)CC3)c2cc1C	-1.0%
CN(Cc1ccon1)C(=O)C1CC(=O)N(Cc2ccccn2)C1 (stereo not given)	-17.4%
Cc1ccc(-c2nc(C(=O)NCc3ccccc3C)no2)cc1	-14.8%

Overlap with the part before: three entries, then new ones.
SMILES	KDM5B inh
Cc1cc2oc(=O)cc(CN3CCN(S(=O)(=O)c4ccc5c(c4)OCCO5)CC3)c2cc1C	-1.0%
CN(Cc1ccon1)C(=O)C1CC(=O)N(Cc2ccccn2)C1 (stereo not given)	-17.4%
Cc1ccc(-c2nc(C(=O)NCc3ccccc3C)no2)cc1	-14.8%
COc1ccc(N2CCN(C(=O)CCS(=O)(=O)c3cc4c(cc3Cl)NC(=O)CO4)CC2)cc1	-22.5%
O=C(COc1ccccc1)NC(=S)Nc1ccc(Br)cn1	16.7%
COC(=O)CN(CC(=O)NC(=O)NCC(F)(F)F)Cc1ccccc1	1.7%
Cc1nn(C(=O)CCC(=O)N2CCC(CCOc3ccccc3F)C2)c2ccccc12 (stereo not given)	?
COc1ccc(C(=O)N2CC[C@@H]3NC(=O)[C@H]4C[C@H](NC(=O)C5CCCCC5)CN4C(=O)[C@H]32)cc1	6.6%
CC(C)NC(=O)C[C@@H]1C[C@H]2O[C@H](CNC(=O)NC(C)C)[C@@H](O)[C@H]2O1	28.1%[86.2 µM]
O=C1CCN(C2CCC2)CCCC(c2nc(-c3cccnc3)no2)CCN1 (stereo not given)	9.5%
Cc1cccc(-n2c(C)c(C)c3c(N)ncnc32)c1	-17.0%
COC(=O)[C@@H]1C[C@@H](N(C)C)CN1C(=O)c1ccccc1-c1ncc[nH]1	-20.4%
O=C(Cn1nc2n(c1=O)CCCC2)Nc1cccc(Br)c1	-6.5%
O=C(C1CCCN(S(=O)(=O)c2ccc(Br)s2)C1)N1CCN(c2ccc(F)cc2)CC1 (stereo not given)	-17.8%
Cc1noc2c(-c3cn[nH]c3)cc(-c3ccccc3)nc12	23.1%[115 µM]
O=C(c1ccccc1)N(Cc1ccco1)c1ccccn1	15.5%
Cc1ccc(Cc2nc3ccccc3nc2SCC(=O)Nc2cccc(C(F)(F)F)c2)cc1	?
COc1ccccc1-c1[nH]ncc1CN1CCn2nnc(CCC(=O)N3CCCC3)c2C1	-3.8%
Cc1nn(-c2ccccn2)c(C)c1[C@@H]1C=C[C@@H](NC(=O)NC(C)C)C1	?
COCC(=O)N1CCCN(c2cc(C3CC(O)C3)ncn2)CC1 (stereo not given)	-17.7%
COc1ccccc1CNC(=O)c1ccc(CS(=O)(=O)c2ccccc2C)o1	10.8%
CS(=O)(=O)N(Cc1csc(-c2cccs2)n1)C1CCN(C(=O)c2ccccc2Cl)CC1	-29.0%
CC1=NS(=O)(=O)N(Cc2ccccc2)C=C1C(=O)OCc1noc(C2CCCC2)n1	-16.8%
c1cc(CNC23CC4CC(CC(C4)C2)C3)ccn1	-21.4%
CCOc1cccc(CN2CCCC(c3[nH]ncc3-c3cccc(C(F)(F)F)c3)C2)c1O (stereo not given)	3.8%
CCn1ccc(C(=O)N2CCCC(c3ccccc3)(c3ccccc3)C2)cc1=O	?
O=C(O)c1csc(-c2cnccn2)n1	-17.2%
CN(CC1CCOC1)S(=O)(=O)c1cc(F)ccc1F (stereo not given)	-14.7%
CCCC(=O)N1CCCC(c2noc(COc3ccccc3)n2)C1 (stereo not given)	-12.5%
COc1ccccc1CNS(=O)(=O)c1ccc2c(c1)CC(C)N2C(=O)C1CCC1 (stereo not given)	-14.8%[11.5 µM]
O=C1N(CC2CC2)CCOC12CCN([S+](=O)([O-])c1ccc(C(F)(F)F)cc1)CC2	-7.1%[86.2 µM]
Nc1nc2c(c(NC3CC3)n1)CCN(C(=O)CCCn1cncn1)CC2	-14.3%
COc1ccc(C(=O)N2C(C(=O)NC(C)C)COC23CCN(C(=O)c2ccc(F)cc2)CC3)cc1 (stereo not given)	16.7%
COc1cccc(CNC(=O)CCn2nc(-c3ccccc3OC)c3c(C)cc(C)nc32)c1	?
CCC1(CO)CCCN(C(=O)CCc2ccc3c(c2)OCO3)C1 (stereo not given)	9.0%
O=c1[nH]c(C2CCCN(Cc3ccc(F)cc3)C2)nn1-c1ccccc1 (stereo not given)	-27.5%
COc1ccc(/C=N/OC(=O)c2ccc(C(F)(F)F)cc2)cc1OCc1ccccc1	22.0%
COCCCNC(=O)c1cc(C2CC2)nc2onc(C3CCCN3)c12 (stereo not given)	?
CN1CCCCC12Cc1ccccc1CN(C(=O)CCCC(=O)O)C2 (stereo not given)	1.0%[149 µM]
COc1cccc(NC(=O)C(=O)NCC(c2ccc3c(c2)OCO3)N2CCN(C)CC2)c1 (stereo not given)	-2.0%
COCCN1CCC(N2CCN(C(=O)CC3CCCC3)CC2)C1=O (stereo not given)	13.1%
CCS(=O)(=O)Nc1ccc(C)n(CC(=O)NC2CCCCC2)c1=O	-38.1%
Cc1cccc(/C=N/NC(=O)NC23CC4CC(CC(C4)C2)C3)n1	16.0%

Part of the list above in order of length of the SMILES, ascending.
SMILES	KDM5B inh
COCCN1CCC(N2CCN(C(=O)CC3CCCC3)CC2)C1=O (stereo not given)	13.1%
CN1CCCCC12Cc1ccccc1CN(C(=O)CCCC(=O)O)C2 (stereo not given)	1.0%[149 µM]
COCCCNC(=O)c1cc(C2CC2)nc2onc(C3CCCN3)c12 (stereo not given)	?

This is a subset. The share of hits here may be higher or lower than overall.
